AGP1 TOR yeast: alters AGP1-GFP fluorescence in TOR pathway yeast screen; S. cerevisiae AGP1-GFP multiplex flow cytometry, 3 h; GFP as percent of DMSO wells; GFP response vs DMSO, % at 10 µM; actives 0.02% (n = 320,000);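 active = GFP response relative to DMSO above a set limit, near screen average plus 3 SD, cut at about 150% in these data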;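 also: median GFP channel fluorescence of the gated AGP1 strain per well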
MEP2 TOR yeast: yeast TOR pathway MEP2-GFP modulation; S. cerevisiae MEP2-GFP strain, flow cytometry GFP, 3 h; 100% = DMSO control level; GFP response vs DMSO, % at 10 µM; actives 0.51% (n = 330,000); AID 2016;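 active = GFP response versus DMSO above a set limit, roughly screen mean plus 3 SD, cut at about 180% in these data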;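 also: median GFP fluorescence of the barcode-gated MEP2-GFP cells per well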
GRK2 inh: human GRK2 inhibition via aptamer displacement; P25098; bead flow cytometry, FAM-aptamer displacement from GRK2; inhibition of aptamer binding, % at 10 µM; actives 0.59% (n = 330,000); AID 488847;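 active = inhibition of aptamer binding above 40%, roughly 3 SD of noise, on plates passing a quality check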;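 also: median bead fluorescence of bound FAM aptamer so fluorescent compounds give negative values; no value below 0 was filed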
Target sequence (P25098 whole entry, looked up): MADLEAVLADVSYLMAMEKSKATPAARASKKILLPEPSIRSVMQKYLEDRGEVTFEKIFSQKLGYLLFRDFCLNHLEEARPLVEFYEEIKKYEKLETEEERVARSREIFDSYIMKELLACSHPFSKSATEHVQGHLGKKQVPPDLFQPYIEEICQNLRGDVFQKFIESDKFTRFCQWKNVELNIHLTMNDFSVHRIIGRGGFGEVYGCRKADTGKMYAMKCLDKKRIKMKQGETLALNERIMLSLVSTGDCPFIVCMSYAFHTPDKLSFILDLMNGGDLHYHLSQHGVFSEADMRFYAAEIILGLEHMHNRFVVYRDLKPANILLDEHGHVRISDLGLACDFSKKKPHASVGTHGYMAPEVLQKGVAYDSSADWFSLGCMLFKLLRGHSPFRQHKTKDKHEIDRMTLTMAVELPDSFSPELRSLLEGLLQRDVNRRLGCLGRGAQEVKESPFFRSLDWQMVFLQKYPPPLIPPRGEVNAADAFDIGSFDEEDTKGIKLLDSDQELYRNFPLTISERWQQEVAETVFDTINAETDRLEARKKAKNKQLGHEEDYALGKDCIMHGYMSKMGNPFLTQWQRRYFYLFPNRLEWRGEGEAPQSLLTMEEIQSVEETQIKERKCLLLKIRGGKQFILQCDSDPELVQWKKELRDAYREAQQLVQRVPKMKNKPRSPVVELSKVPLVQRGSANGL
CR mimetic SO: caloric restriction mimetics inhibiting age-related superoxide in yeast | actives 0.18% (n = 330,000) | superoxide response (% of plate mean), % at 10 µM | S. cerevisiae aged cells, superoxide DHE fluorescence; active compounds read low | AID 2690;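 active = superoxide response under a set limit, about three screen SD below normal, cut at about 65% in these data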;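 also: yeast aged for seven days with compound at 30 °C before DHE staining; 100% = average MFI of all compound-treated wells on the plate with controls excluded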
CIT2 TOR yeast: modulators of TOR pathway CIT2-GFP in S. cerevisiae. GFP response vs DMSO, % at 10 µM. S. cerevisiae CIT2-GFP strain, flow cytometry, 3 h; 100 means same as DMSO wells. actives 0.065% (n = 320,000);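 active = GFP response relative to DMSO above a set limit, near the screen mean plus 3 SD, cut at about 150% in these data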;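 also: ratio of well median GFP fluorescence to mean of DMSO wells on the plate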
RPL19A TOR yeast: modulators of TOR pathway RPL19A-GFP in S. cerevisiae; S. cerevisiae RPL19A-GFP strain, flow cytometry, 3 h; active compounds read low; percent response vs DMSO, % at 10 µM; actives 0.3% (n = 330,000);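 active = percent response vs DMSO below 50%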;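 also: median channel GFP fluorescence of the barcoded RPL19A-GFP strain; ratio of sample median GFP to plate DMSO average so 100% = DMSO; lower means less RPL19A-GFP as with rapamycin TOR inhibition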
VLA-4 inh: inhibition in a human VLA-4 binding assay; VLA-4 expressing cells, ligand binding flow cytometry; inhibition, % (about 7 µM as worked out from the volumes in the protocol); actives 0.2% (n = 330,000); P13612; in the data active = inhibition above about 50%
LAP4 TOR yeast: modulators of TOR pathway LAP4-GFP in S. cerevisiae; GFP response vs DMSO, % at 10 µM; AID 2023; actives 0.34% (n = 320,000); S. cerevisiae LAP4-GFP multiplex, flow cytometry GFP, 3 h; median GFP as percent of DMSO wells;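 active = GFP response vs DMSO above a set limit, about the screen mean plus 3 SD, cut at about 150% in these data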
* marks the source's active call; other numbers are inactive results; nt = not tested or not shown.

Values run as follows: AGP1 TOR yeast	MEP2 TOR yeast	GRK2 inh	CR mimetic SO	CIT2 TOR yeast	RPL19A TOR yeast	VLA-4 inh	LAP4 TOR yeast
CN(C1CCS(=O)(=O)C1)S(=O)(=O)c1ccccc1[N+](=O)[O-] (stereo not drawn)
 : 101	103	4	155	96	103	3	94
NC(=O)C1CCN(C2CC(=O)N(c3ccc(F)c(Cl)c3)C2=O)CC1 (stereo not drawn)
 : 99	105	4	106	100	101	15	101
Cc1ccc(CCC(=O)Nc2ccccc2C(=O)O)o1
 : 102	103	2	116	104	98	-4	98
CC(NC(=O)c1ccc(OC2CCN(Cc3ccccn3)CC2)cc1)c1ccccc1 (stereo not drawn)
 : 112	122	0	99	107	106	5	118
CCCOC1CCCN(C(=O)CCc2nnc(CCCCc3ccccc3)o2)C1 (stereo not drawn)
 : 98	101	7	98	100	103	16	103
COc1cc(C(=O)NC(C)CCc2ccccc2)cc(OC)c1OC (stereo not drawn)
 : 107	109	0	85	107	109	1	98
CCc1cc2c3c(c1)C(C)CC(C)(C)N3C(=O)C2=O (stereo not drawn)
 : 90	87	0	93	91	97	21	88
CSc1nnc2c(n1)OC(C)=Nc1ccccc1-2
 : 105	97	0	112	123	101	2	95
Cc1c(Cl)cccc1NC(=O)Nc1c(C)n(C)n(-c2ccccc2)c1=O
 : 106	106	0	100	104	103	1	100
O=C1CCc2cc(S(=O)(=O)Nc3ccccc3Cl)ccc2N1
 : 91	95	3	112	89	91	-24	93
N#Cc1ccccc1Sc1ccccc1C(=O)OCc1nnc(-c2ccccc2)o1
 : 98	99	0	100	87	96	-2	100
COc1cccc(CNc2nc3nc(C)c(Cl)c(=O)n3[nH]2)c1
 : 99	106	0	108	95	101	1	107
CN(CC(=O)Nc1cccc(F)c1)C(=O)c1cc(-c2ccccc2)nc2ccccc12
 : 94	98	0	93	105	95	-5	107
COc1ccc(NC(=O)Cn2cc(C#N)c3ccccc32)cc1
 : 95	92	0	100	99	103	10	96
N#C/C(=C\c1cccs1)Sc1nc2ccccc2s1
 : 91	94	0	95	75	101	10	103
Nc1nc(CSc2n[nH]c(-c3ccccc3)n2)nc(Nc2ccccc2)n1
 : 106	104	0	96	108	101	-24	106
COc1ccc(N2CCN(C(=O)CN3C(=O)C4CC=CCC4C3=O)CC2)cc1 (stereo not drawn)
 : 105	104	0	100	100	109	2	111
COc1ccc(NC(=O)COc2cccc(-n3cnnn3)c2)cc1
 : 102	103	14	100	105	104	3	95
CCOC(=O)C(NCc1ccccc1)(NC(=O)c1ccccc1)C(F)(F)F (stereo not drawn)
 : 88	84	1	96	80	93	-4	94
Cc1ccccc1OCCCCn1cnc2ccccc21
 : 96	98	28	94	105	100	14	82
CCC1CCCCN1CCCNC(=O)c1ccc(N2CCOCC2)c(NS(=O)(=O)c2ccc(OC)cc2)c1 (stereo not drawn)
 : 95	106	0	90	102	98	-3	85
O=C(NCCSc1c[nH]c2ccccc12)c1ccc2c(c1)OCO2
 : 98	97	0	90	99	100	-4	102
Nc1nc(-n2cnnc2)nn1-c1ccccc1
 : 98	97	1	93	97	92	9	86
COc1cccc2c(=O)n(CC(=O)NCCc3ccccc3)ccc12
 : 107	101	2	110	98	103	6	119
CCN(C(=O)COC(=O)c1oc2ccccc2c1C)c1c(N)n(Cc2ccccc2)c(=O)[nH]c1=O
 : 99	100	0	71	94	91	7	95
Cc1cccc(NC(=O)c2cccc3c2C(=O)c2ccccc2-3)c1
 : 101	107	0	102	94	98	18	96
COc1ccc(Cl)cc1NC(=O)c1cnc2n(c1=O)CCS2
 : 97	93	0	91	97	101	25	98
CCn1cc(Cl)c(C(=O)N2N=C(c3ccc4ccccc4c3)CC2c2ccccc2O)n1 (stereo not drawn)
 : 99	95	4	92	101	103	-3	91
CCCCCCOc1ccc(C(CC(=O)O)C(N)=O)cc1 (stereo not drawn)
 : 102	103	1	110	107	105	9	107
FC(F)(F)c1cccc(Oc2ccc3c(C(F)(F)F)cc(C(F)(F)F)nc3n2)c1
 : 100	97	1	100	nt	101	2	103
Cc1ccc(S(=O)(=O)N(C)C)cc1NC(=O)COC(=O)/C=C/c1cnc2ccccc2n1
 : 116	110	0	90	107	111	9	104
N#Cc1c(NC(=O)c2ccc(-c3ccccc3[N+](=O)[O-])o2)sc2c1CCCC2
 : 98	102	2	94	99	96	3	101
C[C@H](NC(N)=O)C(=O)OCC(=O)NCc1cccs1
 : 98	97	0	111	106	97	2	100
Cc1cccn2cc(-c3cccc(NC(=O)c4cccs4)c3)nc12
 : 117	104	1	88	97	109	-2	107
O=C(N/N=C/c1cccnc1)c1cc(O)c(O)c(O)c1
 : 98	108	44*	107	104	102	3	104
CCOc1ccc2[nH]c3ncccc3c(=O)c2c1
 : 98	112	1	88	98	98	-10	99
O=C(c1cccc(N2C(=O)C3C4C=CC(C4)C3C2=O)c1)N1CCN(c2ccccc2)CC1 (stereo not drawn)
 : 109	98	5	84	103	103	-7	98
O=C1CC(C(=O)NCCc2ccccc2)SC(=Nc2ccccc2)N1 (stereo not drawn)
 : 88	89	1	104	90	88	8	95
O=C(COC(=O)CN1C(=O)c2ccccc2C1=O)Nc1cccc(F)c1
 : 100	97	0	90	96	99	19	98
CCCC1(CCC)NC(=O)NC1=O
 : 86	93	0	100	89	88	6	86
COc1cc(OC)nc(NC(=O)CCl)n1
 : 88	102	1	111	98	94	13	94
CC(=O)Oc1ccc(-c2ccc(C(=O)NCCc3ccc(S(N)(=O)=O)cc3)cc2)cc1
 : 100	104	0	106	103	102	0	90
Cc1ccc(Cl)cc1NC(=O)C1CCCN1S(=O)(=O)c1ccc(-c2ccc(=O)[nH]n2)s1 (stereo not drawn)
 : 107	103	0	91	101	103	1	93
O=C(N/N=C/c1ccccn1)NC12CC3CC(CC(C3)C1)C2
 : 98	96	0	106	93	98	11	105
O=C(CCl)Nc1ccc(Oc2cnc3ccccc3n2)cc1
 : 101	97	4	104	99	95	9	97
CC(CN1CCCC1)OC(=O)COc1ccccc1 (stereo not drawn)
 : 101	96	3	100	nt	101	11	91
CCN1C(=O)CC(NNC(=O)c2ccc(Cl)cc2)C1=O (stereo not drawn)
 : 109	104	3	93	108	101	-74	101
O=C(Nc1ccc(Cl)cc1F)C1CC1
 : 104	105	3	107	106	107	2	102
NC(=O)C1CCCN(CC(=O)N2CCN(c3ccccc3)CC2)C1 (stereo not drawn)
 : 101	103	1	97	102	105	-4	102
NC(=O)C1CCN(CC(=O)N2c3ccccc3CCc3ccccc32)CC1
 : 97	97	32	111	nt	101	12	92
Cc1ccc(/C=C(\C#N)C(=O)NC(C)C)o1
 : 87	96	1	99	95	96	6	89
Cc1ccccc1N1C(=O)CC(N(O)c2ccccc2)C1=O (stereo not drawn)
 : 103	104	25	92	99	104	-5	101
O=C(O)Cn1nnc2ccccc21
 : 96	76	3	111	98	90	-1	88
OCC1(CO)COC(CCc2ccccc2)=N1
 : 106	111	1	115	107	106	7	100
COc1ccc(N2CCN(C(=O)CCc3nnc4ccc(N5CCCC5)nn34)CC2)cc1
 : 70	190*	1	92	127	69	7	104
Cn1c(=O)c(C(=O)COC(=O)c2cc(C3CC3)nc3ccccc23)c(N)n(Cc2ccccc2)c1=O
 : 108	104	4	102	105	97	-13	94
Cc1ccc(-c2nc3sc(C#N)c(N)n3c(=O)c2C#N)cc1
 : 91	119	0	110	121	104	-17	97
Cc1ccc(S(=O)(=O)N2CCN(C(=O)c3sccc3C)CC2)cc1
 : 103	105	3	103	88	99	8	112
CCN(CC)C(=O)C1CCN(C(=O)c2oc3ccc(C)cc3c2C)CC1
 : 100	94	0	95	99	96	10	103
O=C1N=C(N2CCCC2)S/C1=C\c1cccc(Br)c1
 : 97	98	2	101	89	99	15	101

Quoted at random: five entries already listed
Values run as follows: AGP1 TOR yeast	MEP2 TOR yeast	GRK2 inh	CR mimetic SO	CIT2 TOR yeast	RPL19A TOR yeast	VLA-4 inh	LAP4 TOR yeast
CCN(CC)C(=O)C1CCN(C(=O)c2oc3ccc(C)cc3c2C)CC1
 : 100	94	0	95	99	96	10	103
O=C(O)Cn1nnc2ccccc21
 : 96	76	3	111	98	90	-1	88
NC(=O)C1CCCN(CC(=O)N2CCN(c3ccccc3)CC2)C1 (stereo not drawn)
 : 101	103	1	97	102	105	-4	102
Cn1c(=O)c(C(=O)COC(=O)c2cc(C3CC3)nc3ccccc23)c(N)n(Cc2ccccc2)c1=O
 : 108	104	4	102	105	97	-13	94
NC(=O)C1CCN(CC(=O)N2c3ccccc3CCc3ccccc32)CC1
 : 97	97	32	111	nt	101	12	92

(next part)
Values run as follows: AGP1 TOR yeast	MEP2 TOR yeast	GRK2 inh	CR mimetic SO	CIT2 TOR yeast	RPL19A TOR yeast	VLA-4 inh	LAP4 TOR yeast
CCn1nc(C)cc1C(=O)N1CCCC(N(C)CCc2ccc(OC)c(OC)c2)C1 (stereo not drawn)
 : 105	91	1	101	104	105	-2	98
O=C(CNS(=O)(=O)c1ccc(Br)s1)Nc1ccc2c(c1)OCCO2
 : 107	98	0	94	103	102	-1	106
CN1c2ccc([N+](=O)[O-])cc2N(C)C1(C)c1ccccc1 (stereo not drawn)
 : 102	107	36	118	101	100	4	100
CCOc1cccc2sc(N(CCCN(C)C)C(=O)c3ccc(S(=O)(=O)N4CCc5ccccc5C4)cc3)nc12
 : 99	90	0	101	91	93	16	97
COc1ccc(C(C)(C)C)cc1NC(=O)c1ccc[n+]([O-])c1
 : 106	105	0	93	111	104	1	101
Cc1cc(C(=O)Nc2ccc(Br)cc2F)n(-c2ccccc2)n1
 : 88	84	2	99	96	90	-15	86
CC(C)(C)c1cc[n+](-c2[nH]c(=O)sc2/C=N/NC([S-])=Nc2ccccc2)cc1
 : 116	103	1	98	112	100	19	119
CN(CC(=O)Nc1cccc(F)c1)C(=O)CCSc1ccc(F)cc1
 : 79	98	1	98	92	75	-5	142
COc1cc(OC)c(C2=NOC(C(=O)O)C2)cc1Cl (stereo not drawn)
 : 105	105	2	101	100	103	4	104
CC(CS(=O)(=O)c1ccc2c(c1)NC(=O)CS2)C(=O)NCc1ccccc1Cl (stereo not drawn)
 : 98	101	99*	108	98	99	-1	91
O=C(NC12CC3CC(CC(C3)C1)C2)C12CC3CC(C1)CC(n1cnc(Cl)n1)(C3)C2
 : 102	101	2	117	102	101	-1	101
O=C(CSc1nnc2scc(-c3ccccc3)n12)Nc1nsc(-c2ccc(Cl)cc2)n1
 : 101	91	0	101	86	99	12	102
N#Cc1ccc(CSc2nnc3ccccn23)cc1
 : 90	87	0	102	83	93	15	80
CCn1c(=O)c(C(=O)NNC(=O)c2ccccc2Cl)c(O)c2ccccc21
 : 103	97	0	119	105	106	5	87
O=C(COc1cccc(C(F)(F)F)c1)Nc1cccnc1
 : 91	110	0	129	98	116	-11	71
CC(C)(C)OC(=O)C[C@@H]1C/C=C\C[C@@H](CC(=O)NCCO)C(=O)N[C@H](Cc2c[nH]c3ccccc23)COC1=O
 : 102	99	3	95	90	96	10	100
Cc1cc(=O)oc2cc(OCC(=O)N3CCN(c4ccc(F)cc4)CC3)ccc12
 : 97	93	5	115	93	99	4	97
Cc1ccc(SCC(=O)NC(=O)NCc2ccccc2)c(C)c1
 : 102	101	0	97	94	103	18	103
CCc1ccc(C(=O)Nc2ccc3nc(C)ccc3c2)cc1
 : 96	113	0	91	98	104	3	102
CCOC(=O)C1=NOC(CNC(=O)c2ccccc2Cl)C1 (stereo not drawn)
 : 98	96	1	127	102	99	-11	99
O=C(NC(=S)N1CCN(c2ccc([N+](=O)[O-])cc2)CC1)c1ccccc1Cl
 : 102	120	0	103	110	104	2	102
CC(C)CCn1c(=O)c2ccccc2n2c(CN(C)Cc3ccccc3)nnc12
 : 103	93	0	97	90	96	9	105

Screening data: PubChem, NMMLSC
